All columns: NCI-60 one-dose screen, growth in % after 48 h at 10 µM unless noted; 100 = growth as untreated, 0 = no growth, -100 = all killed.
K-562 – K-562 leukemia; AID 1794777; hit rate 7.4% among 78,000
CCRF-CEM – CCRF-CEM leukemia. AID 1794778. hit rate 7% among 77,000
MDA-MB-468 – MDA-MB-468 breast cancer; hit rate 8.5% among 78,000; AID 2202374
MOLT-4 – MOLT-4 leukemia cells. hit rate 6.9% among 80,000. AID 1794779
MDA-MB-231 – MDA-MB-231 breast cancer. hit rate 5% among 81,000
MCF7 – MCF7 breast cancer; hit rate 6.3% among 82,000; AID 1794796
SR – SR leukemia cells. AID 1794780. hit rate 8.7% among 73,000
RPMI-8226 – RPMI-8226 leukemia cells | hit rate 7.5% among 77,000 | AID 1794781
The depositor's hits bear a star; . = no result given; & = joins results of further samples; [ ] = dose if it differs, or a comment. How the source made its calls: active means growth percent below 10; inactive means the rest.

Below each SMILES: K-562, CCRF-CEM, MDA-MB-468, MOLT-4, MDA-MB-231, MCF7, SR, RPMI-8226
CCc1c(C)c2cc3c(c(C)c2oc1=O)OCC(c1ccc(Br)cc1)=N3
    99.4, 99.0, 109.1, 92.5, 92.1, 95.9, 88.7, 97.5
COc1ccc(C(=O)c2cccs2)cc1
    112.1, 104.5, 104.2, 98.0, 124.6, 91.8, 102.8, 109.9
N#Cc1c(-c2cccs2)cc(-c2ccncc2)[nH]c1=O
    101.3, 92.4, 96.5, 100.0, 103.5, 94.5, 89.4, 97.6
COC(=O)C(CCc1ccc([N+](=O)[O-])cc1)(CCc1ccc([N+](=O)[O-])cc1)C(=O)OC
    79.0, 70.6, 76.3, 77.6, 75.7, 84.3, 84.5, 70.4
CCOc1ccc(/C(O)=C2\C(=O)C(=O)N(c3nnc(C)s3)C2c2ccccc2F)cc1 (configuration not stated)
    105.9, 95.7, ., 106.9, 105.2, 111.0, 90.2, 94.9
O=C(CN1C=NC2C(N3CCOCC3)=NC=NC21)c1ccc(Cl)cc1 (configuration not stated)
    92.9, 105.3, 106.2, 97.8, 98.6, 93.1, 102.7, .
CC(C)N1CCC(=O)NC1=O
    93.0, 104.8, 111.0, 100.6, 109.2, 98.5, 106.3, 104.1
O=C(c1ccc(Cl)cc1)C(Nc1ccccc1)c1ccc(Cl)cc1 (configuration not stated)
    88.4, 90.9, 95.7, 85.6, 90.1, 91.9, 94.7, 85.7
CC1(CI)COC(Cc2ccccc2)(Cc2ccccc2)OC1
    81.4, 97.2, 103.5, 85.2, 107.2, 98.5, 82.7, 85.7
O=c1cc(S)nc[nH]1
    101.6, 98.5, 111.4, 104.9, 117.2, 89.6, 106.2, 96.1

(cont.)
Below each SMILES: K-562, CCRF-CEM, MDA-MB-468, MOLT-4, MDA-MB-231, MCF7, SR, RPMI-8226
O=c1cc(OCCSC(=S)N2CCCCC2)c2ccccc2o1
    59.0, 69.6, 33.5, 74.9, 77.4, 70.6, 53.5, 57.7
C=C(c1ncc(C(=O)O)cn1)c1cc2c(cc1C)C(C)(C)CCC2(C)C
    99.3, 116.5, 89.3, 87.5, 90.3, 72.8, 82.5, 63.4
COc1cc(-c2nc(-c3ccccc3)[nH]c2-c2ccnc(NCCCNS(=O)(=O)c3ccc(C(F)(F)F)cc3)n2)ccc1F
    50.5, 57.0, 73.7, 34.8, 85.6, 56.3, 56.5, 57.8
O=P(Cc1ccccc1)(Cc1ccccc1)c1ccccc1
    88.5&85.9, 93.0&95.2, 113.5&102.0, 97.0&90.3, 88.8&95.3, 105.3&96.3, 96.5&85.2, 94.2
N#Cc1ccc(NC(=O)NCCCl)cc1
    110.3, 95.4, 119.3, 106.2, 103.8, 96.0, 104.0, 97.1
COc1ccc(OC)c(-c2cc(-c3ccc(Cl)cc3)c3c(N)c(C(=O)c4ccc(Cl)cc4)sc3n2)c1
    118.3, 88.7, 117.3, 102.9, 90.4, 86.2, 100.9, 94.2
N=c1scc(-c2ccccc2)n1CC(=O)N1CCOCC1
    89.2, 98.6, 98.4, 95.2, 95.1, 89.5, 86.7, 95.4
CN(C)CCN1CCN(c2ncccc2C2Oc3ccccc3-n3cccc32)CC1 (configuration not stated)
    67.7, 99.6, 88.4, 84.6, 94.5, 89.5, 76.4, .
CC(=O)Nc1cccc(Nc2cc(NC(C)=O)ccc2C(=O)NCc2ccc3c(c2)OCO3)c1
    96.0, 102.8, 115.7, 75.4, 102.0, 94.8, 66.9, 104.1
CC1CCCCN1CCCNC(=O)c1ccc2c(c1)sc1nc(-c3ccc(F)cc3)cn12 (configuration not stated)
    77.0, 82.8, 96.3, 85.7, 75.2, 99.5, 78.1, 86.0

Further results follow:
Below each SMILES: K-562, CCRF-CEM, MDA-MB-468, MOLT-4, MDA-MB-231, MCF7, SR, RPMI-8226
O=C1C(=O)c2ccccc2C(O)=C1C(C1=C(O)c2ccccc2C(=O)C1=O)c1ccccc1O
    88.6, 96.9, 102.4, 95.4, 76.2, 86.1, 89.4, 81.9
CCN(CC)C(=O)c1cccc(OC)c1OC
    98.3, 94.9, 96.8, 98.6, 111.8, 98.6, 96.2, 105.4
Nc1cc2[nH]c(=O)c3ccccc3c2cc1[N+](=O)[O-]
    98.2, 76.3, 28.8, ., 55.8, 35.1, 66.5, 86.7
CC(=O)Nc1nc(C)c(-c2csc(Nc3ccccc3)n2)s1
    24.8, 27.1, 4.7*, 16.6, 33.0, 12.3, 8.8*, 27.4
OC/C=C/c1ccccc1
    109.6, 94.0, 108.4, 106.4, 116.7, 100.4, 105.0, 111.3
Cc1nc(Cl)c(C)c(Cl)n1
    113.4, 97.0, 115.3, 101.0, 111.4, 95.1, 107.5, 102.6
COc1ccc(-c2cn(-c3ccc(Cl)cc3)c(SCC(=O)c3ccc(F)cc3)n2)cc1
    103.3, 91.9, 80.8, 88.8, 91.4, 87.6, 88.2, 91.2
CC(=O)c1sc(Nc2cccnc2)nc1C
    98.9, 79.1, 96.2, 101.3, 100.3, 95.0, 118.1, 85.7
CC(C)(C)NCc1cc(O)c(CNC(C)(C)C)cc1O
    98.3, 103.5, 105.2, 103.0, 102.4, 94.4, 104.2, 99.0
O=C(Nc1ccc(N2CCOCC2)cc1)c1cncnc1Nc1ccc2c(ccn2Cc2cccc(F)c2)c1
    90.0, 95.0, 102.7, 73.5, 71.1, 81.9, 111.6, 87.7

Additional compounds
Below each SMILES: K-562, CCRF-CEM, MDA-MB-468, MOLT-4, MDA-MB-231, MCF7, SR, RPMI-8226
CCOC(=O)c1ccc([N+](=O)[O-])o1
    100.7, 92.2, 97.4, 101.8, 109.9, 94.3, 93.0, 100.9
C#C[C@]1(O)CC[C@H]2[C@@H]3CC=C4c5nc(Nc6ccccn6)sc5CC[C@]4(C)[C@H]3CC[C@@]21C
    2.5*, 0.2*, 14.2, -11.8*, -23.1*, 7.9*, 8.7*, -45.6*
O=c1nc2s/c(=C\C=C\c3ccccc3)c(=O)n2c2nc(-c3ccccc3)c(-c3ccccc3)nc12
    94.9, 89.9, ., 102.1, 90.0, 99.9, ., 112.2
Nc1nc(Cl)c(Cl)nc1N
    91.4, 98.0, ., 90.8, 117.1, 93.5, 91.8, 93.0
O=C(OCc1ccc2c(c1)OCO2)c1ccc(Cl)cc1
    92.7, 103.2, 98.4, 95.8, 108.8, 52.4, 90.2, 110.1
CC(C)NC(=O)c1cc(NCc2cc(O)ccc2O)ccc1O
    104.3, 71.0, 98.2, 89.1, 97.9, 88.5, 98.0, 79.1
COc1ccc(/C=C2\CN(C(=O)C(Cl)Cl)C/C(=C\c3ccc(OC)cc3)C2=O)cc1
    2.3*, 9.8*, -27.5*, 5.4*, 3.8*, -28.5*, 1.0*, -14.3*
CC(C)C1=CC2=C(C=O)C[C@@H]3[C@](C)(CCC[C@@]3(C)C(=O)OCC#CCN3CCCC3)[C@H]2CC1
    30.8, 63.9, 51.3, 66.9, 89.3, 85.7, 26.4, 33.8
CCOC(=O)c1cc2c(n1Cc1ccccc1)-c1oncc1CC2
    15.3, 53.1, 40.1, 25.2, 95.8, 80.3, 13.1, 67.1
Cc1ccc(CCC2CCCC2C2CC2)cc1C (configuration not stated)
    100.6, 110.4, 109.7, 108.0, 109.4, 98.8, ., 103.6

The final 6 compounds of the part above are carried over, then new ones follow:
Below each SMILES: K-562, CCRF-CEM, MDA-MB-468, MOLT-4, MDA-MB-231, MCF7, SR, RPMI-8226
O=C(OCc1ccc2c(c1)OCO2)c1ccc(Cl)cc1
    92.7, 103.2, 98.4, 95.8, 108.8, 52.4, 90.2, 110.1
CC(C)NC(=O)c1cc(NCc2cc(O)ccc2O)ccc1O
    104.3, 71.0, 98.2, 89.1, 97.9, 88.5, 98.0, 79.1
COc1ccc(/C=C2\CN(C(=O)C(Cl)Cl)C/C(=C\c3ccc(OC)cc3)C2=O)cc1
    2.3*, 9.8*, -27.5*, 5.4*, 3.8*, -28.5*, 1.0*, -14.3*
CC(C)C1=CC2=C(C=O)C[C@@H]3[C@](C)(CCC[C@@]3(C)C(=O)OCC#CCN3CCCC3)[C@H]2CC1
    30.8, 63.9, 51.3, 66.9, 89.3, 85.7, 26.4, 33.8
CCOC(=O)c1cc2c(n1Cc1ccccc1)-c1oncc1CC2
    15.3, 53.1, 40.1, 25.2, 95.8, 80.3, 13.1, 67.1
Cc1ccc(CCC2CCCC2C2CC2)cc1C (configuration not stated)
    100.6, 110.4, 109.7, 108.0, 109.4, 98.8, ., 103.6
Oc1nc(Nc2nccs2)sc1/C=c1\ccc2c(c1)N=CC=2
    35.3, 38.3, 84.8, 44.4, 64.2, 64.4, 39.1, 59.4
Clc1cccnc1Cl
    87.2, 102.7, 102.8, 94.5, 104.0, 103.8, 94.2, 103.4
Cc1ccc(-c2nc(-c3c[nH]c4ncccc34)cs2)cc1
    133.6[100 µM], 93.8[100 µM], 65.9[100 µM], 107.8[100 µM], 90.1[100 µM], 71.2[100 µM], 120.1[100 µM], 71.0[100 µM]
COc1cccc(-c2nc3sccn3c2-c2ccnc(NCCNS(=O)(=O)c3cccc4ccccc34)c2)c1
    45.0, 35.4, 64.9, 35.8, 91.4, 57.4, ., 17.7
Brc1ccc2c3c(cccc13)CC2
    104.8, 107.9, 118.2, 102.1, 110.0, 107.3, 111.9, 108.9
O=C(O)C1=NN(c2ccc(S(=O)(=O)O)cc2)C(=O)C1
    118.7, 108.1, 92.5, 106.6, 101.4, 98.7, 109.1, 106.2
CCCCCN(CCCCC)CCCCCCCCN1CCCc2ccccc21
    7.5*, 81.7, 99.9, 27.7, 90.9, 101.1, 21.5, 84.1
O=C(O)CCCCn1c(-c2ccc(Cl)cc2)nc(-c2ccccc2)c1-c1ccccc1
    56.7, 77.4, 80.2, 72.8, 94.1, 88.0, 70.8, 67.2
CSc1ccc(OC(C)=O)cc1C
    113.6, 88.5, 93.8, 89.6, 112.5, 100.2, 95.7, 101.0
O=c1[nH]c2cc(Cl)ccc2nc1C1=C(O)c2ccccc2C1
    103.7, 102.3, 106.1, 110.5, 104.6, 96.4, 109.9, 105.3

Additional records follow:
Below each SMILES: K-562, CCRF-CEM, MDA-MB-468, MOLT-4, MDA-MB-231, MCF7, SR, RPMI-8226
COc1ccc(-c2cnnn2-c2nonc2-n2cccc2)cc1
    ., 14.1, 4.3*, 5.6*, 33.5, 14.5, ., 27.9
O=c1cc(NC2CCN(CCCc3ccccc3)CC2)c2cc(Cl)ccc2o1
    6.0*, 3.6*, -13.1*, 1.3*, -62.2*, 3.5*, -11.4*, -8.6*
COc1cc(C(=O)NNC(=O)CSc2nnc(-c3ccc(Cl)cc3)o2)cc(OC)c1OC
    91.3, 92.4, 92.6, 97.6, 108.9, 90.8, ., 97.0
O=C(O)c1cc2ccccc2s1
    106.7, 100.4, 111.8, 100.1, 104.4, 110.7, 103.8, 104.5
Oc1ccc2ccc(O)cc2c1
    105.5, 93.6, 100.2, 108.1, 86.1, 97.4, 99.2, 98.5
COc1ccc(-c2csc(NC(=O)CN3CCN(c4cc5c(cc4F)c(=O)c(C(=O)O)cn5C4CC4)CC3)n2)cc1
    19.0, 22.2, -0.7*, 24.2, 11.9, 12.8, 16.7, -9.4*
COc1cc(-c2nc3ccc(C(=O)NN4C(=O)c5ccccc5C4=O)cc3[nH]2)cc(OC)c1OC
    96.8, 100.4, 94.6, 93.1, ., 96.3, 74.0, 100.6
CC(=O)Nc1ccc(S(=O)(=O)O)c(N)c1
    106.3, 107.7, 102.0, 106.6, 99.7, 109.3, 104.8, 110.7
CC(C)(C)n1cc(-c2ccnc(NCCNS(=O)(=O)c3ccc(Cl)cc3)c2)c(-c2cccc(O)c2)n1
    6.9*, 50.3, 32.6, 31.9, 56.6, 28.2, 24.9, 23.8
Cc1cc(=O)c2c(o1)C(=O)c1occc1C2=O
    119.5, 97.6, 96.4, 99.0, 115.2, 90.3, 107.9, 99.1

The results go on:
Below each SMILES: K-562, CCRF-CEM, MDA-MB-468, MOLT-4, MDA-MB-231, MCF7, SR, RPMI-8226
NS(=O)(=O)c1cccs1
    86.2, 85.2, 116.2, 89.6, 111.3, 92.5, 89.1, 104.9
COC(=O)c1sc2nc(CN3CCCc4ccccc43)[nH]c(=O)c2c1C
    96.6, 93.6, ., 85.6, 90.6, 95.7, 35.5, 94.4
CCOc1ccc(NC(=O)Cn2cnc3c(cc(-c4ccccc4)n3-c3ccccc3)c2=O)cc1
    93.6, 97.2, 107.6, 99.2, 92.0, 101.0, 102.5, 99.5
CC1(C)[C@@H]2C[C@@]34CCCN3C(=O)[C@]2(C[C@@]12Nc1ccccc1C2=O)NC4=O
    90.3, 83.5, 99.1, 106.0, 96.8, 79.7, 88.6, 95.4
O=C(c1ccccc1)C(CCc1ccccn1)CCc1ccccn1
    96.2, 95.3, 107.8, 99.0, 99.5, 106.3, 83.3, .
Cc1ccc(Cn2cc(CSc3nc4ccccc4o3)nn2)cc1
    102.4, 112.0, 124.5, 104.7, 100.1, 99.3, 113.6, 106.0
CC(C)(C)n1nc(C2CC2)c(Br)c1NC(=O)c1ccccc1F
    91.6, ., 113.7, 93.3, 100.1, 95.7, ., 96.7
CCCCN(CCCC)CC(O)c1c(OC)ccc2ccccc12 (configuration not stated)
    74.7, 81.0, 87.2, 87.4, 73.7, 86.7, 72.0, 90.7

High-throughput results (PubChem BioAssay)
